# esBAF inh – SWI/SNF esBAF complex inhibition. actives 2% (n = 350,000). AID 602393. reporter increase, % at 12.5 µM. mouse ES cells, Bmi1-luciferase knock-in reporter, 24 h; 100% = twice the neutral-well signal; in the data active = activation above about 40%;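 note: 0% = median of the plate's neutral control wells and 100% = double that signal; a rise in the Bmi1 reporter signal indicates esBAF inhibition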
# XiGFP reactiv – X-chromosome reactivation activator; XiGFP mouse fibroblasts, % GFP-positive cells imaging, 3 d; cells co-treated with 5-aza-dC sensitizer; scaled so ellipticine positive control = 100%; actives 0.055% (n = 360,000); AID 743238; activation, % at 7.58 µM;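 active = mean normalized replicate activation at least 10% and every replicate at or above 10%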;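 note: 0% = median of on-plate neutral control wells and 100% = ellipticine 6 µM median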
#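 assay system = SV40-immortalized XiGFP fibroblast cells, line 68-5-11 | buffer or medium = DMEM plus 5-aza-dC sensitizer | doses = single-point pinned compound dosing | times = 3-day compound exposure, then 15 min fixation at room temperature | benchmarks = positive control ellipticine, 6 µM final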
# RAD52 inh – blocks human RAD52 DNA annealing. inhibition, % at 18.7 µM. actives 0.46% (n = 360,000). recombinant RAD52 DNA annealing, FRET fluorescence;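 active = every replicate showing at least 50% inhibition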
# S100A4 MyoIIA – S100A4-myosin IIA interaction inhibition. P26447. S100A4/TAMRA-MyoIIA peptide fluorescence polarization. inhibition, % at 10.7 µM. actives 0.14% (n = 360,000). AID 652163;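 active = mean inhibition of at least 70% across replicates, with every replicate also reaching that level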
# Target sequence (P26447 whole entry, looked up): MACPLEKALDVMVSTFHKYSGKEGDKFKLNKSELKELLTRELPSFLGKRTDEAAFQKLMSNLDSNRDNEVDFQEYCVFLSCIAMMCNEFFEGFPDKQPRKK
#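 Material: S100A4 monomer protein | Medium: HEPES pH 7.2 with CaCl2, KCl, NaCl, DTT, Triton | Reagent: Labelled myosin peptide probe, 5 nM | Doses: One dose per compound | Times: 5 min incubation before reading | Benchmarks: Neutral control DMSO, positive control TFP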
# ERp5 block – ERp5 (human) disulfide isomerase inhibition; ERp5 insulin aggregation, absorbance 650 nm, 90 min; actives 0.05% (n = 350,000); inhibition, % at 9.99 µM; Q15084;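 active = mean replicate inhibition above about 25%, with every replicate also reaching it, limit read from the data, passing the limit was not always enough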
# E-sel inducer – E-selectin induction on HUVECs; P16581; HUVEC E-selectin immunofluorescence imaging; normalized: neutral wells 0, TNF-alpha wells 100; activation, % at 7.58 µM; actives 0.37% (n = 260,000); AID 686992;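 active = mean E-selectin-positive cell signal at least 10% of the positive control, reached in at least 60% of replicates, without over 20% cell loss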;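 note: in these data hits start at about 27%; measured in HUVEC primary endothelial cells; signal is the percent of cells scored E-selectin positive by PE staining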
# Target sequence (P16581 whole entry, looked up): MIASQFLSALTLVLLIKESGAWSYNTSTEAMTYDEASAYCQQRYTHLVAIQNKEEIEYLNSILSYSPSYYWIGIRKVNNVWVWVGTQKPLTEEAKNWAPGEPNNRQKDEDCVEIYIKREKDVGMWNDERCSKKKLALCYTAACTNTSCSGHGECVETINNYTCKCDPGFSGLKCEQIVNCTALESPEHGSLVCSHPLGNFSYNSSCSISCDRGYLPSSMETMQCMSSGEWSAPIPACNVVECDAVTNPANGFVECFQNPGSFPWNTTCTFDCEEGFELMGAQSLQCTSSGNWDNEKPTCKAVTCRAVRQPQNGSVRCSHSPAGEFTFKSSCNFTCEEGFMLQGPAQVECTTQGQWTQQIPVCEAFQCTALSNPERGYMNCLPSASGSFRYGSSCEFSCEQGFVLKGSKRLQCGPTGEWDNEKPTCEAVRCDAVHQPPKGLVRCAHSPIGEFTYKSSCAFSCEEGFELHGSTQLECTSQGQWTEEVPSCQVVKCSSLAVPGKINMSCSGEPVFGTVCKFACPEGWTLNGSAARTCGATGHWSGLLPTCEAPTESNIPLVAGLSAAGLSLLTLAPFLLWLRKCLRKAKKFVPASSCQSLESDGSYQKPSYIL
#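 Test system: HUVEC; input: 3,000 HUVEC/well; measured by: immunofluorescence imaging; read-out: % PE-positive cells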
# RAD54 inh – blocks human RAD54 Holliday junction branch migration; inhibition, % at 10.4 µM; FAM/BHQ fluorescence; actives 0.14% (n = 360,000); AID 602329; Q92698;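 active = mean normalized replicate activity at least 40 and at least half of replicates scoring 40 or more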;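 note: 0% = median of neutral control wells and 100% = median of positive control wells; inhibitors cause a drop in the FAM fluorescence signal; in these data hits start at about 50%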
# ERAP1 inh – inhibitors of human ERAP1 aminopeptidase; inhibition, % at 10.7 µM; Q9NZ08; actives 0.15% (n = 340,000); recombinant ERAP1, Leu-AMC fluorescence, 60 min;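 active = mean replicate inhibition of at least 30%, or all replicates individually reaching that 30% level; inactive = mean below 30% and not every replicate reaching it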;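 note: 0% = neutral control wells and 100% = L-leucinethiol positive control wells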
# Active calls of the source: *; / = no result given; & = joins results of further samples.
smiles	RAD52 inh	ERAP1 inh	RAD54 inh	XiGFP reactiv	esBAF inh	ERp5 block	E-sel inducer	S100A4 MyoIIA
CC(=O)N1c2ccc(S(=O)(=O)N3CCC(C(=O)NC4CCCCC4)CC3)cc2CC1C (stereo unspecified)	-8	-5	-1	0.2	0	1	/	3
O=C(Cc1ccsc1)Nc1ccc2c(c1)OCO2	-14	1	5	0.0	31	-3	/	-2
Cc1cc(C)nc(SCC(=O)OC(C)C(=O)Nc2ccccc2)n1 (stereo unspecified)	-11	-3	-4	0.0	2	3	-0.3	4
O=C(c1cccc(F)c1)N1CCCCN2[C@H](C1)[C@@H](c1ccc(-c3cncnc3)cc1)[C@@H]2CO	16	-2	6	0.0	0	1	-0.3	1
CCn1cc(/C=C(\NC(=O)c2ccccc2)C(=O)N2CCOCC2)c2ccccc21	-39	6	-2	0.1	-2	2	/	1
C[C@@H]1CN([C@H](C)CO)C(=O)c2cc(-c3ccc(C#N)cc3)cnc2O[C@H]1CN(C)Cc1cccnc1	-3	-2	-10	0.1	0	2	-0.1	8
CCOC(=O)C1CCCN(S(=O)(=O)c2ccc3c(c2)N(C)C(=O)CC(=O)N3C)C1 (stereo unspecified)	3	-5	12	0.0	-7	5	/	0
C[C@H](CO)N1C[C@H](C)[C@H](CN(C)Cc2ccccc2C(=O)O)Oc2ncc(C3=CCCCC3)cc2C1=O	16	0	11	0.0	-2	1	-0.3	-2
CC(=O)Nc1ccc(NS(=O)(=O)c2ccc(Cl)s2)cc1	-3	-1	/	0.5	/	-4	1.3	32
CN/C(=C\[N+](=O)[O-])NCCSCc1csc(CN(C)C)n1	0	0	1	0.0	-3	0	0.0	-1
Cc1cccc(N=[N+]([O-])c2cccc(C)n2)n1	-10	0	6	0.0	57*	0	/	0
CCOc1ccccc1N1CCN(CC(=O)Nc2ccnn2C2CCCC2)CC1	-9	0	9	0.0	-23	3	-2.3	0
C[C@@H](NC(=O)[C@@H]1[C@@H](CO)[C@@H]2Cn3c(ccc(-c4ccccc4F)c3=O)[C@H]1N2C)c1ccccc1	9	-2	-2	0.1	-2	2	-0.4	4
O=C(Nc1ccc(Cl)cc1)C1Cc2c(-c3ccc(Cl)cc3)ccnc2O1 (stereo unspecified)	-3	1	-7	0.0	4	-5	-0.2	20
Cc1cccc(-c2cc(C(=O)N/N=C/c3cccnc3)c3ccccc3n2)c1	-12	2	2	-0.1	2	3	-0.1	-12
C[C@@H]1CN([C@@H](C)CO)S(=O)(=O)c2ccc(-c3ccccc3)cc2O[C@H]1CN(C)C(=O)C1CCCCC1	7	1	0	-0.7	-6	-7	0.3	10
CCOc1ccccc1C(=O)OCC(=O)Nc1cccc(S(=O)(=O)NC2=NCCCCC2)c1	-2	0	4	0.1	-5	-2	0.1	-2
COc1ccc(-n2c(CSc3ccc(Cl)cc3)n[nH]c2=S)cc1	-3	0	/	0.1	/	-3	0.1	-3
C/C(=N\NC(=O)c1ccc(N2CCCC2=O)cc1)c1ccncc1	-11	2	/	0.2	-5	-4	-0.4	-3
Cn1ncc(Cl)c1C(=O)N1CCN(S(=O)(=O)c2cccs2)CC1	11	-5	0	0.0	-3	3	-0.8	-3
COc1ccc(NC(=O)N2CCCCN3[C@H](CO)[C@@H](c4ccc(C#Cc5ccccc5)cc4)[C@@H]3C2)cc1	71*	-1	4	/	/	0	/	-7
C#Cc1ccc(NC(=O)C2(C)CCN2C(=O)c2cc(C)n(C)n2)cc1 (stereo unspecified)	-5	-3	-5	0.0	-8	5	-0.2	-1
CCOC(=O)c1ccc(NS(=O)(=O)c2c(C)n[nH]c2C)cc1	-15	0	-1	0.1	3	0	1.6	-11
CC(=O)Cc1cc(=O)c2c(C)cc(O)c(C3OC(CO)C(O)C(O)C3O)c2o1 (stereo unspecified)	-13	-3	-8	/	-2	0	/	7
NC(=O)c1ncn([C@@H]2O[C@H](CNS(=O)(=O)c3cc(S(=O)(=O)c4ccccc4)cs3)[C@@H](O)[C@H]2O)n1	-10	1	-9	0.4	2	3	0.1	16
Cn1cc(SCC(=O)NCc2ccc(F)cc2)c2ccccc21	-12	-2	/	0.2	/	6	4.0	1
Nc1cc(OCC(F)(F)F)cc(OCC(F)(F)F)c1	-20	-1	/	0.0	/	-7	0.3	4
Cc1cccc(N2C(=O)c3ccc(C(=O)Nc4c[nH]c(=O)[nH]c4=O)cc3C2=O)c1	-1	0	6	0.0	-3	-3	0.1	-4
O=C(c1ccc([N+](=O)[O-])cc1)N1CCSC1c1ccccc1Cl (stereo unspecified)	6	-3	8	0.0	-3	1	-0.8	-5
CN1CCN(C(=O)c2cc3c(c(-c4cccc(-c5cccc(C(=O)N(C)C)c5)c4)n2)[C@@H](CCO)N([S@](=O)C(C)(C)C)C3)CC1	-32	0	6	0.2	-3	3	0.0	-7
O=C(CSc1nc2ccccc2[nH]1)Nc1ccc2c(c1)CCC2	-13	0	-7	0.9	/	-7	0.1	2
O=C(NCc1cc(Cl)cc(Cl)c1)c1csc(COCCO)n1	-5	-1	4	-0.1	0	1	-0.4	-2
CC(C)N(C(=O)COC(=O)[C@@H]1CC(O)CN1S(=O)(=O)c1ccc(C(C)(C)C)cc1)C(C)C (stereo partly specified)	0	0	0	0.0	-1	2	-1.7	-14
CCC1=Nc2cc(C(=O)NCCN3CCOCC3)ccc2Sc2ccc(C)cc21	-9	0	12	0.0	4	1	/	1
Cc1ccc(C(=O)CCC(=O)OCC(=O)N2c3ccccc3NC(=O)C2(C)C)cc1	-12	2	7	0.0	/	-4	-0.1	-5
Cc1ccc(S(=O)(=O)Nc2ccc3c(c2)C(=O)N([C@H](C)CO)C[C@@H](C)[C@H](CN(C)S(=O)(=O)c2ccccc2)OCCCC[C@@H](C)O3)cc1	-19	-1	-2	0.1	4	-1	0.0	-13
C[C@@H]1CN([C@H](C)CO)C(=O)CCCn2nncc2CO[C@H]1CN(C)C(=O)OCc1ccccc1	-13&-9	-1&1	-11&2	0.0&0.2	3&3	-3&0	-0.3	-4&-18
CC1(C)CC(=O)C=C(c2cccc(Br)c2)C1	-11	1	-12	0.0	-1	0	0.0	-4
Clc1nc2nc3n(c2nc1Cl)CCC3	-13	1	-5	0.0	-1	5	-0.1	0
O=C(O)c1ccc(-c2ccc(/C=N/Nc3ccc([N+](=O)[O-])cc3)o2)cc1	-25	21	/	0.3	/	-1	/	-8
C/C=C/c1ccc([C@H]2[C@H](C#N)N(c3nc(-c4ccccc4)cs3)[C@H]2CO)cc1	-99	-1	-15	0.0	5	-1	0.7	-8
O=C(Cn1c(=O)cnc2ccccc21)NNC(=O)c1ccccc1Cl	-22	2	-4	0.0	-7	-5	-0.5	9
CN(c1ccccc1)S(=O)(=O)c1cccc(NC(=O)CN2CCc3ccccc3C2)c1	-42	3	/	6.2	/	1	/	2
COc1ccc(C2CC(=O)Oc3cc(O)ccc32)cc1 (stereo unspecified)	-17	/	-8	0.1	0	1	/	0
COc1ccc(O)c(C(=O)c2cnn(C(=O)c3ccc(C)cc3)c2)c1	-12	0	-7	0.3	0	2	-0.9	5
CCOC(=O)c1cnc2c(c(C)nn2C)c1Oc1ccccc1F	-8	-1	/	0.3	/	0	/	-5
O=C(CN1CCOCC1)N1CCCCN2[C@H](C1)[C@@H](c1ccc(C#Cc3ccccc3F)cc1)[C@@H]2CO	4	-3	6	0.1	-10	-4	-0.3	4
CCCN(CCC)CCCNC(=O)c1cn(C)c2ccc(S(=O)(=O)N(C)C3CCCCC3)cc2c1=O	-1	0	-1	0.0	-1	-1	/	1
CCOc1ncccc1C(=O)OCC(=O)Nc1cc(S(=O)(=O)N(CC)CC)ccc1C	-9	2	/	0.2	/	-3	/	-15
CCOC(=O)N1CCN(C(=O)C(NC(=O)c2ccco2)C(C)C)CC1 (stereo unspecified)	-20	0	-2	0.0	-4	-5	-0.1	6
O=C1NC(c2cccc([N+](=O)[O-])c2)Oc2ccccc21 (stereo unspecified)	-11	-2	/	0.0	/	-5	/	-1
CCOC(=O)c1cc(C)[nH]c(=O)c1C#N	-6	-100	-15	0.0	20	1	-0.3	1
CCSc1nnc(NC(=O)C(C)C)s1	-19	2	2	-0.2	11	4	0.0	-2
CCC(=O)Nc1ccc2c(c1)C(=O)N(C)[C@H]1CC[C@H](CC(=O)NCc3ccccc3Cl)O[C@H]1CO2	-4	-4	3	0.1	-3	13	0.0	-6
C[C@H](NC(=O)[C@@H]1N[C@@H]2c3ccc(-c4ccc(C(=O)N(C)C)cc4)c(=O)n3C[C@@H]2[C@H]1CO)c1ccccc1	-3	3	2	0.5	7	-5	-0.5	-7
CC(C)(C)OC(=O)N1CCN(C(=O)c2[nH]c(C(F)(F)F)nc2-c2ccccc2)CC1	-20	0	2	0.1	2	1	/	-12
Cc1onc(-c2ccccc2Cl)c1C(=O)NCc1nnnn1-c1ccc(F)c(F)c1	-18	-7	-9	0.0	-1	0	0.0	-39
CNC(=O)CCN(Cc1ccco1)S(=O)(=O)c1ccc(OC)c(OC)c1	5	0	/	0.1	0	2	0.1	-10
Cc1ccc(CNC(=O)CCSCc2cccc(F)c2)cc1	4	0	3	0.0	-3	5	5.2	-1
COc1cccc(-c2ccc3ncnc(NCc4cccnc4)c3c2)c1	-14	0	10	0.0	-16	-1	0.3	3

# As a short view, part of the list above.
smiles	RAD52 inh	ERAP1 inh	RAD54 inh	XiGFP reactiv	esBAF inh	ERp5 block	E-sel inducer	S100A4 MyoIIA
CCC(=O)Nc1ccc2c(c1)C(=O)N(C)[C@H]1CC[C@H](CC(=O)NCc3ccccc3Cl)O[C@H]1CO2	-4	-4	3	0.1	-3	13	0.0	-6
C[C@H](NC(=O)[C@@H]1N[C@@H]2c3ccc(-c4ccc(C(=O)N(C)C)cc4)c(=O)n3C[C@@H]2[C@H]1CO)c1ccccc1	-3	3	2	0.5	7	-5	-0.5	-7
CC(C)(C)OC(=O)N1CCN(C(=O)c2[nH]c(C(F)(F)F)nc2-c2ccccc2)CC1	-20	0	2	0.1	2	1	/	-12

# New compounds follow.
smiles	RAD52 inh	ERAP1 inh	RAD54 inh	XiGFP reactiv	esBAF inh	ERp5 block	E-sel inducer	S100A4 MyoIIA
COc1ccc(CN(C)C[C@H]2Oc3ccc(NC(=O)Nc4ccc(F)cc4)cc3CC(=O)N([C@H](C)CO)C[C@@H]2C)cc1	-8	1	5	-0.2	-1	-1	12	11
Cc1ccc2oc(=O)n(CCOc3ccccc3C)c2c1	-13	-4	4	0.0	0	3	1.5	-2
CN(c1ccccc1C(=O)O)S(=O)(=O)c1ccc2[nH]c(=O)[nH]c2c1	-7	-4	-3	0.2	-7	2	-0.1	1
COC(=O)c1cc(-c2ccc(NC(C)=O)cc2)nc2ccccc12	-29	10	/	0.0	/	2	2.6	-18
CC(C)C[C@@H](CN1CCC[C@H]1CN1C(=O)C(=O)NC[C@@H]1Cc1ccc(O)cc1)N1C[C@H](Cc2ccccc2)N(CC2CCCCC2)C(=O)C1=O	-7	1	/	6.9	/	1	1.1	-5
CC(C)N1CCC(N2CCN(CCCc3ccccc3)CC2CCO)CC1 (stereo unspecified)	-11	-3	6	0.0	-2	2	/	-18
N#CC1=C(Nc2ccccc2Cl)SC(c2ccccc2O)NC1=O (stereo unspecified)	-22	-4	-8	0.2	0	0	/	0
Cn1c(=O)[nH]c(=O)c2c1nc(N/N=C/C(Br)=C/c1ccccc1)n2CCO	-2	5	5	0.0	/	1	-0.1	-4
